Pin1 inh – inhibitors of human Pin1 | Q13526 | Pin1 FP peptide displacement, HiFluor488, 10 min | Potency, µM (titrated, usually from 115 µM), for the others: at the top dose activity, negative = inhibition, most hits filed as inhibitors | 390,000 tested, 0.009% active | AID 504891; active = well fitted inhibition curve with a large enough effect in the polarisation, with a control signal flat, not every such curve was filed as active; inconclusive = small, poorly fitted or top-dose-only effect, or effect the other way, or a change in a side signal; inactive = no such curve, though single readings can be large or run the other way; the % refers to the polarisation; note: potency is the fitted concentration of half-maximal effect; % is set by controls: 0 for no effect and ±100 for the full control effect
Target sequence (Q13526 whole entry, looked up): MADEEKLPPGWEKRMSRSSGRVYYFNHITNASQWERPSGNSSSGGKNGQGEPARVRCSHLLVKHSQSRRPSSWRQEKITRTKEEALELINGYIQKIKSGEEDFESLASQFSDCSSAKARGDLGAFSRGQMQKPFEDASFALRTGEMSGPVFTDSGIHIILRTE
D2 antag – antagonists of human D2 dopamine receptor | P14416 | HEK293 TREx D2 cells, calcium flux, dopamine EC80 | inhibition, % at 10 µM | 340,000 tested, 2% active | AID 485344; in the data active = inhibition above about 30%; note: 0% is about no effect
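Dopamine at EC80 is the agonist stimulus; test compounds precede it by 180 s. Calcium flux read kinetically in a force-coupled, inducible HEK293 T-REx D2 cell line.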
TRHR agonist – agonists of human TRH receptor; 360,000 tested, 0.18% active; AID 493084; activation, % at 2 µM; P34981; TRHR cells, calcium flux fluo-8, FDSS agonist mode; in the data active = activation above about 30%; note: 0% is about no effect
Target sequence (P34981 whole entry, looked up): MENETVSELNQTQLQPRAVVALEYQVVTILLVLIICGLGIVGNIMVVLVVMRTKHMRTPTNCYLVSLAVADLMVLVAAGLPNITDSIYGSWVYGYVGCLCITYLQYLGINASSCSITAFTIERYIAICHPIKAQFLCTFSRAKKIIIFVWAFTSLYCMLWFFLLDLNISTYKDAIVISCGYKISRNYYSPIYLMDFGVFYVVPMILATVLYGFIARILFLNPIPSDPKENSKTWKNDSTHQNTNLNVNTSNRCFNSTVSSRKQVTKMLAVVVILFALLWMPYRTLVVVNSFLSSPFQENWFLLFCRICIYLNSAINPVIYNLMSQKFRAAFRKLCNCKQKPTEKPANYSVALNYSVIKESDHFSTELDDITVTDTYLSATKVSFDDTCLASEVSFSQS
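TRHR-expressing cells, plated overnight in medium with 10% serum, were loaded with fluo-8 calcium dye at room temperature. After a 10 s baseline, library compound was pin-added and calcium release was recorded kinetically (ex 480/em 530) as agonist response.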
TrxR1 substrate – substrates of rat thioredoxin reductase 1 | Potency, µM (doses to about 114 µM), for the others: at the top dose activity change, negative = substrate turnover | purified TrxR1 substrate turnover, NADPH consumption readout | 390,000 tested, 0.01% active | AID 588456 | O89049; note: potency is the fitted concentration of half-maximal effect; % is set by controls: 0 for no effect and ±100 for the full control effect; nearly all actives have a fitted effect of over 50% in size
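Rat TrxR1, dispensed at 90 nM, was prereduced with 400 uM NADPH (final) for 5 min at ~22 deg C, then incubated with compound 15 min before 400 uM selenite. A first-read NADPH fluorescence drop versus no-compound background flagged substrates.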
TRHR enhancer – allosterically enhances the human TRH receptor; P34981; TRHR cells, fluo-8 calcium fluorescence, EC20 TRH enhancement; enhancement, % at 2 µM; 360,000 tested, 0.66% active; AID 493056; in the data active = enhancement above about 30%; note: 0% is about no effect
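Enhancer read-out: after compound pinning and an initial kinetic agonist-mode read, an EC20 of TRH (10 nM final) was injected and fluo-8 calcium signal (Ex 480/Em 530) followed at 1 s/cycle for 100 cycles in TRHR-expressing cells.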
IDH1 R132H inh – blocks human mutant IDH1 R132H enzyme; O75874; IDH1-R132H enzyme, NADPH consumption, diaphorase/resazurin fluorescence; Potency, µM (top dose mostly 76.6 µM), without a hit: at the top dose activity change, negative = inhibition, most hits filed as inhibitors; 390,000 tested, 0.093% active; AID 602179; note: potency is the fitted concentration of half-maximal effect; % is set by controls: 0 for no effect and ±100 for the full control effect; nearly all actives have a fitted effect of over 65% in size
Target sequence (O75874 whole entry R132H, stated change not applied): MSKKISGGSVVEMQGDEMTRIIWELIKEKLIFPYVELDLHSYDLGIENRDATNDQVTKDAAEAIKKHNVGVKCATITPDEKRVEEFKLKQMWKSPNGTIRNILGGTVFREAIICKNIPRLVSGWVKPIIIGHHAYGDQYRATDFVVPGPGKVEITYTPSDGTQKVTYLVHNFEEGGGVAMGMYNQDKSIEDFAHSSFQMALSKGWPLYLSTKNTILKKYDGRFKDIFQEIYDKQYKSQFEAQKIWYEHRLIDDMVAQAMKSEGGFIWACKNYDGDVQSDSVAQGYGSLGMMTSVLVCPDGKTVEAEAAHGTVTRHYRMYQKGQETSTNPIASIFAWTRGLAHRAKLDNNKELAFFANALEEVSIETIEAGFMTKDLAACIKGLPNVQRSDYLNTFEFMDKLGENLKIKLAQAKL
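IDH1-R132H (0.5 ug/mL dispensed) in pH 7.5 Tris buffer was preincubated 30 min with compound, then given a substrate mix of 0.016 mM NADPH and 2 mM alpha-KG for 80 min at room temperature; remaining NADPH was read by diaphorase/resazurin fluorescence.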
D2 agonist – agonists of human D2 dopamine receptor; activation, % at 2 µM; AID 485358; HEK293 T-REx D2 cells, calcium flux agonist mode; 340,000 tested, 0.53% active;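 active = activation over 3 SD above normal in the single-dose calcium agonist read, cut at about 30% in these data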; note: 0% is about no effect
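In this primary screen, compounds producing a positive calcium signal within 180 s of addition to tetracycline-induced, force-coupled HEK293 Trex D2 cells are flagged; cells are dye-loaded with a no-wash calcium kit beforehand.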
USP1-UAF1 inh – USP1/UAF1 (human) deubiquitinase inhibition; Potency, µM (top dose mostly 57.1 µM), for inactives: at the top dose activity change, negative = inhibition, usual class: inhibitors; O94782; 390,000 tested, 0.23% active; recombinant USP1/UAF1, Ub-Rhodamine cleavage fluorescence; note: potency is the fitted concentration of half-maximal effect; % is set by controls: 0 for no effect and ±100 for the full control effect; nearly all actives have a fitted effect of over 60% in size; inactives centre near -12
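Step one: compound is pinned into 1nM USP1/UAF1 in HEPES pH 7.8 buffer with TCEP. Step two: 15 min room-temperature incubation. Step three: Ub-Rho (150nM final) starts cleavage, tracked by fluorescence over six one-minute reads.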
rTrxR1 inhibitor – rat TrxR1 inhibition. 390,000 tested, 1% active. O89049. recombinant rTrxR1, NADPH fluorescence consumption, selenite substrate. Potency, µM (doses to about 114 µM), without a hit: top-dose activity change, negative = inhibition, actives largely listed as inhibitors. AID 588453; note: potency is the fitted concentration of half-maximal effect; % is set by controls: 0 for no effect and ±100 for the full control effect; nearly all actives have a fitted effect of over 65% in size
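Rat TrxR1 (90 nM in the dispensed reagent) was pre-reduced with 400 uM NADPH for 5 min at room temperature, then incubated with compound for 15 min. After 400 uM selenite was added, NADPH fluorescence (Ex 340/Em 450 nm) was followed for 8 min.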
Numbers without * were called inactive; ? = inconclusive; / = not tested or not shown; [ ] = remark or other dose. Unless noted, calls come from the whole dose curve; as a rule, active = well fitted inhibition curve with a large enough effect; inconclusive = small, poorly fitted or top-dose-only effect; inactive = no such curve, though single readings can be large or run the other way.

SMILES | Pin1 inh | D2 antag | TRHR agonist | TrxR1 substrate | TRHR enhancer | IDH1 R132H inh | D2 agonist | USP1-UAF1 inh | rTrxR1 inhibitor
Nc1ccccc1SCc1ccccc1Cl | 16% | 2 | 0.1 | 9%[57.1 µM] | -5 | 3% | 0.8 | -5% | 13%[57.1 µM]
CCOc1c(C)cnc2c1c(=O)n(CC(=O)NCC1CCCO1)c(=O)n2C (centres undefined) | -8% | -9 | -0.3 | 11% | 0 | 6% | 1.0 | -22% | 10%
C#CC(CC)(CC)NC(=S)Nc1cccc(C(C)=O)c1 | -6% | 1 | 0.2 | -6% | 1 | 5% | 0.0 | -10% | 13%
COc1ccc(CCC(=O)Nc2cc(S(C)(=O)=O)ccc2Cl)cc1 | / | -6 | -0.5 | / | -3 | / | -0.9 | / | /
C=CCN1C(=O)/C(=C/c2ccccc2)S/C1=N/c1nccs1 | 0% | -14 | -0.4 | -10% | -6 | -1% | -0.1 | -1% | -17%
COc1ccc(/C=N/NC(=O)c2sc3nc(C)cc(C)c3c2N)cc1 | 0% | 0 | 0.1 | 9% | 1 | -9% | 0.0 | -14% | 15%
Cc1cc(C)nc(N/N=C/c2ccccc2)n1 | 8% | 44* | 0.4 | -16% | -5 | 5% | 0.9 | -2% | -13%
Cc1ccc(SCC(=O)NC(=O)Nc2ccc3c(c2)OCCO3)c(C)c1 | 14% | 3 | 0.8 | -5% | 0 | 3% | 1.1 | -18% | -12%
Cc1ccc2nc(-c3ccc(Cl)c(NC(=O)c4cccnc4)c3)oc2c1 | 8% | / | -1.5 | 9% | 17 | 3% | -0.9 | -21% | 14%
COc1ccc(CCNC(=O)c2oc(=O)c3ccccc3c2-c2ccccc2)cc1OC | 3% | / | 0.0 | -3%[57.1 µM] | -10 | 0% | 0.3 | -4% | 7%[57.1 µM]
CC(=O)c1ccc(NC(=O)C2CC(=O)N(C(C)C)C2)cc1 (centres undefined) | -3% | -17 | 0.7 | -3% | 14 | 0% | 1.0 | -3% | 11%
Cn1c(=O)[nH]c(=O)c2c1nc1n2CC(COc2ccc3ccccc3c2)O1 (centres undefined) | -3% | 10 | 0.0 | 9% | -3 | 3% | -0.1 | -4% | 14%[57.1 µM]
COC(=O)c1c(NC(=O)c2ccco2)sc2c1CC(C)(C)NC2(C)C | 5% | -11 | 0.7 | -7% | -12 | 4% | 1.0 | -20% | -9%
COc1ccc(N2CCN(CC(=O)NC(=O)NCc3ccco3)CC2)cc1 | -7% | 2 | 0.1 | -11% | -4 | 2% | 0.0 | -6% | -13%
O=C(COC(=O)CCc1nc2ccccc2c(=O)[nH]1)NC(c1ccccc1)c1ccccc1 | ? | 11 | -0.6 | 3% | -13 | 1% | 0.6 | -20% | 18%

Some of these compounds in order of SMILES length, ascending:
SMILES | Pin1 inh | D2 antag | TRHR agonist | TrxR1 substrate | TRHR enhancer | IDH1 R132H inh | D2 agonist | USP1-UAF1 inh | rTrxR1 inhibitor
Cc1cc(C)nc(N/N=C/c2ccccc2)n1 | 8% | 44* | 0.4 | -16% | -5 | 5% | 0.9 | -2% | -13%
CC(=O)c1ccc(NC(=O)C2CC(=O)N(C(C)C)C2)cc1 (centres undefined) | -3% | -17 | 0.7 | -3% | 14 | 0% | 1.0 | -3% | 11%
Cn1c(=O)[nH]c(=O)c2c1nc1n2CC(COc2ccc3ccccc3c2)O1 (centres undefined) | -3% | 10 | 0.0 | 9% | -3 | 3% | -0.1 | -4% | 14%[57.1 µM]

Additional results follow.
SMILES | Pin1 inh | D2 antag | TRHR agonist | TrxR1 substrate | TRHR enhancer | IDH1 R132H inh | D2 agonist | USP1-UAF1 inh | rTrxR1 inhibitor
Cc1ccc2nc(C)c3c(c2c1)N(c1ccc(F)cc1)CC3 | 1% | -12 | 0.3 | 4%[57.1 µM] | 4 | 9% | 0.8 | -24% | 5%
C=CCn1c(SCC(=O)N(CC)CC)nc(O)cc1=O | 3% | 4 | 0.4 | 0% | 0 | -7% | 0.6 | 0% | 17%
CCOC(=O)CCCCC(=O)c1[nH]c(=O)[nH]c1CSCCO | -9% | 12 | 1.4 | 4% | 7 | 5% | 0.5 | 11% | 2%
Cc1cc(C)n(-c2nc3c(c(=O)[nH]c(=O)n3C)n2CC(O)c2ccccc2)n1 (centres undefined) | -2% | 1 | -1.0 | 6% | 0 | 5% | 0.7 | -9% | 9%[57.1 µM]
O=C(c1ccco1)N(Cc1cccnc1)c1nc2ccc(F)cc2s1 | -1% | / | -0.6 | -7%[57.1 µM] | 7 | -4% | 0.3 | -23% | -1%[57.1 µM]
CC(C)n1c(SCC(=O)N2CCCC2)nc2c1c(=O)n(C)c(=O)n2C | ? | 10 | -0.1 | 12% | 3 | 18% | 0.4 | -10% | 28%
COc1ccc(CCNC(=O)c2ccc(CNS(=O)(=O)c3cc(C)ccc3C)cc2)cc1OC | 13% | -4 | -0.5 | 9%[57.1 µM] | 25 | 3% | -0.8 | -25% | 12%
CCOc1ccc(C2C(C(=O)O)c3ccccc3C(=O)N2CCN2CCOCC2)cc1 (centres undefined) | 4% | 3 | -0.4 | -1% | 9 | -2% | 0.1 | 2% | -7%[57.1 µM]
O=C(NCC(c1ccco1)N1CCc2ccccc21)C(=O)Nc1ccccc1F (centres undefined) | -1% | -1 | 0.0 | -4% | 7 | 1% | -0.6 | -12% | 14%
O=C(COc1cc(Cl)ccc1Cl)Nc1nnc(C2CC2)s1 | 4% | 3 | -1.0 | -5% | -1 | 6% | 0.3 | -17% | -21%
CCN(C(=O)c1cc2cc(OC)ccc2oc1=O)c1ccccc1 | -9% | 7 | -0.1 | -2%[57.1 µM] | -6 | -2% | -0.5 | 5% | -8%[57.1 µM]
O=C(NCCOc1ccccc1)c1ccccc1SCC(=O)N1CCCC1 | -8% | 9 | -0.1 | -3% | -1 | -2% | -0.5 | -16% | 2%
COc1cc(C(=O)NCCc2cn3ccc(C)cc3n2)cc(OC)c1OC | 1% | 18 | -0.4 | -1%[57.1 µM] | 5 | -10% | 0.4 | 11% | -11%[57.1 µM]
CCOc1ccccc1OCCCC(=O)N1CCN(S(=O)(=O)c2cccc(F)c2)CC1 | 0% | -6 | -0.6 | -9% | 0 | 2% | 0.2 | -15% | -5%
CN1CCN(C(=O)c2ccccc2NC(=O)COc2ccccc2Cl)CC1 | 6% | 1 | -0.1 | -3% | 12 | 3% | 0.9 | -14% | -4%
Cc1ccc(C(=O)N/C(=C\c2cccs2)C(=O)NC2CCCCC2)cc1 | 1% | -6 | 0.8 | -17% | 40* | -3% | -1.9 | 4% | -21%
Cc1cc(C)n(CC2CC(=O)N(c3ccc(C)c(Cl)c3)C2=O)n1 (centres undefined) | -1% | 4 | 0.4 | 2% | 0 | 2% | 0.3 | -11% | -6%
CC1CCN(C(=O)Cn2c3ccc(F)cc3c3nc4n(c(=O)c32)CCCS4)CC1 | 1% | 19 | 0.4 | 4% | -9 | -2% | 0.1 | -17% | 18%
COc1cc(C(=O)Nc2ccc(S(=O)(=O)Nc3ncccn3)cc2)c([N+](=O)[O-])cc1OC | 1% | -24 | 0.5 | -8% | 5 | -1% | 0.2 | -6% | 3%
COCc1[nH][nH]c(=O)c1C=Nc1ccc(C(F)(F)F)cc1 | 5% | -46 | 0.2 | -8% | 1 | 0% | -1.3 | -11% | 14%
N#Cc1cccc(NC(=O)CN2NS(=O)(=O)c3ccccc3C2=O)c1 | -2% | 11 | 0.2 | -9% | -4 | 1% | 0.5 | 13% | -10%
O=C(CN1C(=O)NC2(CCCCCC2)C1=O)N1CCN(S(=O)(=O)c2ccccc2)CC1 | 3% | 0 | 0.0 | -4%[57.1 µM] | -1 | 7% | 3.3 | 1% | 5%
O=C1CS/C(=C\[N+](=O)[O-])N1c1ccccc1 | -23% | / | 2.3 | -16% | 0 | 14% | / | -7% | -30%
CCCCNC(=S)NNc1c(Cl)cc(Cl)cc1Cl | -2% | 17 | -0.7 | 7%[57.1 µM] | -1 | -14% | -1.4 | -12% | 14%[57.1 µM]
Cc1ccc(NC(=O)C2CC(=O)N(Cc3ccco3)C2)cc1 (centres undefined) | 1% | 3 | -0.1 | -4% | 1 | 1% | 0.7 | 0% | -14%[57.1 µM]
Cc1ccccc1C(=O)NC(CC(C)C)C(=O)Nc1ccc(S(N)(=O)=O)cc1 (centres undefined) | 0% | 5 | 0.4 | -8% | 7 | -3% | -5.8 | -10% | 5%
COc1ccc(C=O)cc1OC1C=CCCC1 (centres undefined) | -4% | -5 | -2.0 | 2% | -7 | 6% | -2.3 | -20% | 12%
CCn1c(SCC(=O)Nc2ccc3c(c2)OCCO3)nnc1-c1ccco1 | 3% | 15 | -0.3 | 8% | -2 | 12% | 0.0 | -13% | -11%
O=C(COC(=O)c1cccc(Cl)c1)NCCN1C(=O)CSC1=O | 2% | 20 | 0.1 | -5% | 0 | 1% | 0.2 | -5% | -10%
CC(C)[C@@H](C(=O)OCC(=O)Nc1ccc2c(c1)OCO2)N1C(=O)c2ccccc2C1=O | 1% | 46* | -1.1 | -7%[57.1 µM] | -2 | 9% | -1.0 | -10% | -1%[57.1 µM]
COc1ccc(OC)c(N(CC(=O)NCc2cccnc2)S(C)(=O)=O)c1 | 2% | 2 | 0.0 | 12% | 1 | 0% | 0.3 | -4% | 22%
Cc1ccc(C)c(NC(=O)CSc2sc3c(O)cc(=O)[nH]c3c2C#N)c1 | 10% | -3 | 0.4 | -5%[57.1 µM] | 2 | -11% | 0.3 | 4% | -11%[57.1 µM]
CCN(CC)C(=O)[C@H]1C[C@H](CC(=O)NCc2cccc(C(F)(F)F)c2)C(=O)N2CCc3c([nH]c4cc(-c5ccco5)ccc34)[C@]12C | 23% | / | / | 15% | / | 0%[38.3 µM] | / | -13% | 24%
Cc1oc(-c2ccc(Cl)cc2)nc1CN1CCCC(C(=O)NCc2ccccc2)C1 (centres undefined) | 3% | / | -0.2 | -1% | -2 | -14% | 0.4 | -17% | 28%

Assay outcomes as filed in PubChem BioAssay.

An excerpt. The share of hits here may be higher or lower than overall.
